LMP1 NFkB inh = EBV LMP1-driven NF-kappaB luciferase reporter inhibitors, primary screen, cell-based, luminescence, single point; inhibition, % at 12.5 µM; LMP1-induced NF-kappaB luciferase reporter cells; hit rate 0.69% among 350,000; in the data active = inhibition above about 41%;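 note: 0% = neutral control wells and 100% = reference inhibitor control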
NR2F2 inh = NR2F2 transcriptional activity inhibitors, primary screen, cell-based, luciferase reporter, HEK293T, luminescence; HEK293T NGFI-A luciferase reporter; AID 686940, 2013; inhibition, % at 8.6 µM; hit rate 0.7% among 370,000;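 active = inhibition above a per-plate cutoff, mean inhibition of test wells between control levels plus 3 SD, cut at about 38% in these data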;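 note: cells cotransfected with COUP-TFII expression vector driving the NGFI-A reporter; 0% = median of COUP-TF2 test wells and 100% = reporter-only cells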
NCOA2 inhibitor = inhibition of GAL4-SRC2 driven luciferase reporter, primary screen, SRC2 inhibitor project, cell-based, luminescence; HEK293 GAL4-SRC2 luciferase reporter; Nuclear receptor coactivator 2 (Homo sapiens), Q15596; hit rate 0.17% among 370,000; inhibition, % at 9 µM;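 active = inhibition above the mean inhibition of all tested compounds plus 3 SD, set per campaign, cut at about 52% in these data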;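 note: 0% = DMSO treated cells and 100% = cells given Gossypol at 36 µM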
Target sequence (Q15596 whole entry, looked up, the tested form may be a part): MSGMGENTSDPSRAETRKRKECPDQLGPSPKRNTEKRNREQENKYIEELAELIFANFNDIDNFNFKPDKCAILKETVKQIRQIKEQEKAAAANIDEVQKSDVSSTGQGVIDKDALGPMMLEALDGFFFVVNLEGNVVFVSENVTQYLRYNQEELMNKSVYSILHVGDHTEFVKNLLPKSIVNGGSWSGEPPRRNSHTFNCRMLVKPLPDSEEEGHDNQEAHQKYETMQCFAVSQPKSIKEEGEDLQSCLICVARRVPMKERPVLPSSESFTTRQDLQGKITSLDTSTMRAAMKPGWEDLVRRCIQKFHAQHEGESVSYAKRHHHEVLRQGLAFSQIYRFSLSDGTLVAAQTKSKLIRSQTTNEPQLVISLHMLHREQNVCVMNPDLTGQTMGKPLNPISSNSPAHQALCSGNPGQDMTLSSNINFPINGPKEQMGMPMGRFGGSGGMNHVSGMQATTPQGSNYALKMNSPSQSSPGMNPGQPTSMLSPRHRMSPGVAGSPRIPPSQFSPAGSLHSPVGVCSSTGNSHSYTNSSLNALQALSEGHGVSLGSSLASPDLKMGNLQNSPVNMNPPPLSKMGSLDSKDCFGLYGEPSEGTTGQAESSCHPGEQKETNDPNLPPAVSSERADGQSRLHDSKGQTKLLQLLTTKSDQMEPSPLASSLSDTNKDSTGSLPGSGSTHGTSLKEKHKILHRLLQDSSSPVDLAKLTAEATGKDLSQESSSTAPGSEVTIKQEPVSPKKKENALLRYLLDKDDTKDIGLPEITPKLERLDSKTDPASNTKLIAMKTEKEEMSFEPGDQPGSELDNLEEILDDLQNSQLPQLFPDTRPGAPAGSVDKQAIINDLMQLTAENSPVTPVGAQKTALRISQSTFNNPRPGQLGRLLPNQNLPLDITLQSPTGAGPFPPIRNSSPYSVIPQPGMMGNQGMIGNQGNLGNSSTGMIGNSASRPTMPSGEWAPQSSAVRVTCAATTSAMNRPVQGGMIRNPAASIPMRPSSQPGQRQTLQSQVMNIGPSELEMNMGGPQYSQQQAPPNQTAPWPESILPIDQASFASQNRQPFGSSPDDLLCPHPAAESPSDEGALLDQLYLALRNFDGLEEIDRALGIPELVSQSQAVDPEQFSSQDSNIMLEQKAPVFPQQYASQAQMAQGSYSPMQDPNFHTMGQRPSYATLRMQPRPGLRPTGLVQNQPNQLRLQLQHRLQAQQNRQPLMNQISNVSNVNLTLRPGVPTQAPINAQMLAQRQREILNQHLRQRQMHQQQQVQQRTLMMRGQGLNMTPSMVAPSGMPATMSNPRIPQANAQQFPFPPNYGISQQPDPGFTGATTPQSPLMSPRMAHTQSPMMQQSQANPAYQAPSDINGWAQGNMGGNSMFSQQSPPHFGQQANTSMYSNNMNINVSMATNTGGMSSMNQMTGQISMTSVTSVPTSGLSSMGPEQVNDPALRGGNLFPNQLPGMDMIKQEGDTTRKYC
TLR9-MyD88 inh = inhibitors of TLR9-MyD88 association in cells, primary screen, cell-based, CHO, BLA complementation, fluorescence. inhibition, % at 4.98 µM. hit rate 0.21% among 340,000. Toll-like receptor 9 (Homo sapiens) + Myeloid differentiation primary response protein …. CCF4 FRET ratio;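 active = inhibition above the mean over all tested compounds plus 3 SD, cut at about 21% in these data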;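 note: 0% = DMSO only wells and 100% = clavulanate BLA inhibitor control wells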
* hit, by the source's call; / = not tested or not shown.

SMILES	LMP1 NFkB inh	NR2F2 inh	NCOA2 inhibitor	TLR9-MyD88 inh
CCC(C)[C@H](NC(=O)C1COC(O)([C@H](Cc2ccccc2)NC(=O)[C@@H](NC(=O)OCc2ccccc2)C(C)C)CN1C)C(=O)N[C@H](C(=O)OC)C(C)C (stereo not given in full)	/	1	/	/
CC(=O)Nc1sc2c(c1-c1nc(-c3ccccc3)cs1)CCN(C(C)C)C2	/	-35	/	/
N#CN1CCC(NS(=O)(=O)c2cccc(C(F)(F)F)c2)CC1	/	-16	/	/
C#CCOCCOCCOCCNc1nc(N2CCN(C(=O)[C@H](Cc3cc4ccccc4[nH]3)n3cc([C@@H](N)Cc4ccc(O)cc4)nn3)CC2)nc(N2CCN(C(=O)[C@H](Cc3cc4ccccc4[nH]3)n3cc([C@@H](N)CC(C)C)nn3)CC2)n1	-7	/	/	-9
CCN1C(=NCc2ccc(OC)cc2)N[C@@H](CCc2ccccc2)[C@H](C(=O)NCc2ccc(OC)cc2)[C@H]1C	0	/	/	7
C#CCOCCOCCOCCNc1nc(N2CCN(C(=O)[C@H]([C@@H](C)CC)n3cc([C@@H](N)CC(C)C)nn3)CC2)nc(N2CCN(C(=O)[C@H](CCCCN)n3cc([C@@H](N)CC(C)C)nn3)CC2)n1	8	/	/	8
O=C1C(NC(=O)N2c3ccccc3C=Cc3ccccc32)CCCCN1Cc1cccc(Cl)c1 (stereo not given)	/	9	-6	/
COc1cc(N2C[C@@]3(O)CC[C@@H](O)[C@@H](OC)[C@@H]3[C@@](C)(O)[C@@H]2CC=C(C)C)cc(OC)c1OC	/	1	8	/
CCN1CCCCC(NC(=O)Cc2ccccc2)C1=O (stereo not given)	/	-5	-15	/
COc1cccc(CNC(=O)[C@H]2CCCN2C(=O)[C@H]2CCCN2C(=O)c2cc(F)cc(F)c2)c1	/	9	-3	/
COc1ccc(S[C@]2(C(=O)N(C)C)CC(=O)N(c3ccc(Cl)cc3)[C@@H]2c2ccc(OC)cc2)cc1	/	-12	2	/
CCN1Cc2nnn(CC3CCCCC3)c2-c2ccccc2S1(=O)=O	/	0	4	/
O=C(CSc1nc2ccccc2nc1N1CCCCC1)NCc1ccc(Cl)cc1Cl	/	-1	-2	/
O=S(=O)(c1cccc2ccccc12)n1nnc2ccccc21	/	3	21	/
CCOC(=O)[C@]12CCCC=C1N(CCCOC)C(=O)[C@@H]2CC(=O)NCC1CCCCC1	/	9	-6	/
CCN(CC)C(=O)CNc1nnnn1-c1ccccc1	/	-15	8	/
COc1cccc(CNS(=O)(=O)c2ccccc2Br)c1	/	-1	10	/
CCC(=O)Nc1ccc(C(=O)Cn2nc(C(=O)O)c3ccccc3c2=O)cc1	/	-4	2	/
Nc1nc2c(ncn2[C@@H]2O[C@H](C(=O)NCCCN3CCCC3=O)[C@@H](O)[C@H]2O)c(=O)[nH]1	/	2	-9	/
COC(=O)C1=C(C)N(C)C(=NCc2ccccc2C(F)(F)F)NC1c1ccc(F)cc1 (stereo not given)	/	-2	19	/
N#Cc1ccc2nc(-c3ccc(CN4CCC(n5cc(-c6ccccc6)[nH]c5=O)CC4)cc3)c(-c3ccccc3)nc2c1	/	16	-2	/
O=C(Cn1c(-c2cncs2)nc2ccccc21)N1CCOCC1	/	20	3	/
CCCCCCCCN1C(=O)[C@@H](CC(=O)NCc2cccc(C(F)(F)F)c2)C[C@@]2(C(=O)OC)C1=C[C@H](C(C)(C)C)O[C@@H]2C	/	-4	2	/
CC(=O)Nc1nc2ncccn2c1-c1ccc(F)c(F)c1	/	9	23	/
COC(=O)[C@]12C[C@H](CC(=O)N3CCC(c4ccccc4)CC3)C(=O)N(Cc3ccc(Cl)cc3Cl)C1=C[C@H](C(C)C)O[C@@H]2C1CC1	/	-4	-1	/
Nc1nc2c(ncn2[C@@H]2O[C@H](C(=O)NC3CCCCC3)[C@@H](O)[C@H]2O)c(=O)[nH]1	/	-4	15	/
COC(=O)c1cc2c(c3c4cc(OC)ccc4n(S(=O)(=O)c4ccccc4)c13)C(=O)N(C)C2	/	7	-31	/
Oc1ccc2[nH]cc(CCc3ccccc3)c2c1-c1ccccc1	/	10	12	/
COC(=O)[C@]12C[C@H](CC(=O)NCc3cccc(C(F)(F)F)c3)C(=O)N(Cc3ccc(Cl)cc3Cl)C1=C[C@H](C(C)C)O[C@@H]2C1CC1	/	12	-3	/
COC(=O)C1CN(C2CCCC2)CCS(=O)(=O)N1Cc1ccc(C(F)(F)F)cc1 (stereo not given)	/	-7	-1	/
COC(=O)[C@]12C[C@H](CC(=O)N3CCCC3)C(=O)N(Cc3ccco3)C1=C[C@H](C(C)C)O[C@@H]2C1CC1	/	4	13	/
O=C(CSc1nnc(SCc2cccc3ccccc23)s1)Nc1ccc(Oc2ccccc2)cc1	/	-3	5	/
COC(=O)C1=C(C)N(Cc2ccccc2C(F)(F)F)C(=NCc2ccccc2C(F)(F)F)NC1c1ccc(C(F)(F)F)cc1 (stereo not given)	/	3	-13	/
CCCCCCC12C(=Cc3cc4c(cc31)OCCO4)c1cc(OC)c(OC)cc1C(CC(=O)NC1CCCCC1)N2C(=O)OC (stereo not given)	/	6	24	/
Cc1cc(C)cc(N(CC(=O)NC2CCC(C)CC2)S(=O)(=O)c2ccc(Cl)s2)c1 (stereo not given)	/	14	-5	/
CCOC(=O)[C@]12CCCCC/C=C\1N(Cc1ccc(OC)cc1)C(=O)[C@H]2CC(=O)NCc1ccc(OC)c(OC)c1	/	5	-24	/
COC(=O)c1cc2c(c3c4cc(C)ccc4n(S(=O)(=O)c4ccc(OC)cc4)c13)C(=O)N(Cc1ccccc1)C2	/	9	-3	/
CCOC(=O)N1CCN(C(=O)C[C@H]2C[C@@]3(C(=O)OC)C(=C[C@H](C4CCCC4)O[C@@H]3C)N(Cc3ccc(Cl)cc3Cl)C2=O)CC1	/	14	11	/
Cc1ccc(-n2c(SCc3cccc(F)c3)nc3sc4c(c3c2=O)CCCC4)cc1	/	4	-21	/
COC(=O)[C@]12C[C@H](CC(=O)N3CCC(c4ccccc4)CC3)C(=O)N(CCc3ccc(OC)c(OC)c3)C1=C[C@H](C(C)C)O[C@@H]2C1CC1	/	11	22	/
COC(=O)[C@]12C[C@H](CC(=O)NCc3cccs3)C(=O)N(Cc3ccccc3)C1=C[C@H](COCc1ccccc1)O[C@@H]2C	/	-17	1	/
C[C@@H]1C[C@H]2O[C@@H]2/C=C\C=C\C(=O)Cc2cc(O)cc(O)c2C(=O)O1	/	86*	55*	/
Clc1cc(Cl)cc(CN2CCN(c3ncc(Cc4ccccc4)cn3)CC2)c1	/	-19	11	/
O=C(N[C@@H](Cc1cccnc1)C(=O)N1CCC[C@H]1C(=O)NCc1ccccc1)c1ccccc1	/	10	-1	/
COc1ccc(OC)c(S(=O)(=O)N(CC(=O)NC2CCC(C)CC2)c2cc(C)cc(C)c2)c1 (stereo not given)	/	-18	-14	/
CCOC(=O)Cc1nc(N2CCN(C(=O)C3CCCO3)CC2)c2c(C)c(C(=O)OCC)sc2n1 (stereo not given)	/	9	2	/
C[C@H]1C2CC(OC(=O)Nc3ccc(F)cc3)C(C2)[C@H]2CCCCN21 (stereo not given in full)	/	22	21	/
COC(=O)[C@]1(CNC(C)=O)CC(=O)N(C)[C@@H]1c1ccccc1	/	0	11	/
C=CC[C@]12C[C@@]3(O[C@H](c4ccc(C(F)(F)F)cc4)N=C3C[C@H](c3ccc(OC)cc3)[C@H]1C)N(C1CCN(Cc3ccccc3)CC1)C2=O	/	5	-11	/
C[C@H]1COc2cc(N3CCOCC3)ccc2S(=O)(=O)N1	/	-12	-45	/
O=C(Nc1cccc(Cl)c1)NN(c1ccccc1)C1CCS(=O)(=O)C1 (stereo not given)	/	1	-12	/
COc1ccccc1CNC(=O)NCCCN1CCN(c2ccc(F)cc2)CC1	/	24	14	/
Cc1ccc2c(Cn3cc(C(F)(F)F)cc(Cl)c3=O)cc(=O)oc2c1	/	5	-18	/
CC1CCC2(CC1)CCN(CCCOC(=O)Nc1cccc(C(F)(F)F)c1)C2=O (stereo not given)	/	27	-6	/
CCOC(=O)CC[C@H]1CC[C@]2(CCCN(S(=O)(=O)c3ccccc3)C2)O1	/	4	-3	/
COc1ccc2[nH]c3c(N4CC(C)OC(C)C4)ncnc3c2c1 (stereo not given)	/	-14	12	/
Cc1cc2nc3c(=O)[nH]c(=O)nc-3n(C[C@H](O)[C@H](O)[C@H](O)CO)c2cc1C	/	-22	-22	/
CC(C)n1nnnc1C1(C)CCSCC(=O)N1Cc1cccc(C(F)(F)F)c1 (stereo not given)	/	2	7	/
C#CCCN([C@@H](CC(C)C)C(=O)OC)S(=O)(=O)c1ccccc1Br	/	2	2	/
C#CCNC(=O)C[C@H]1C[C@@]2(C(=O)OC)C(=C[C@H](C(C)C)O[C@@H]2C2CC2)N(Cc2ccc(Cl)cc2Cl)C1=O	/	-7	-25	/

Part of the list above, bar-delimited:
SMILES | LMP1 NFkB inh | NR2F2 inh | NCOA2 inhibitor | TLR9-MyD88 inh
CC(C)n1nnnc1C1(C)CCSCC(=O)N1Cc1cccc(C(F)(F)F)c1 (stereo not given) | / | 2 | 7 | /
C#CCCN([C@@H](CC(C)C)C(=O)OC)S(=O)(=O)c1ccccc1Br | / | 2 | 2 | /

Additional entries follow.
SMILES	LMP1 NFkB inh	NR2F2 inh	NCOA2 inhibitor	TLR9-MyD88 inh
C[C@@H]1C[C@H]2[C@@H](Cc3ccccc3)C(=O)N3[C@H](c4ccccc4)[C@H](C)C[C@H]3[C@@H](Cc3ccccc3)C(=O)N2[C@@H]1c1ccccc1	/	-6	2	/
C=CCN1C(=O)[C@@H](CC(=O)N2CCOCC2)[C@]2(C(=O)OCC)CCCCC/C=C/12	/	6	15	/
Cc1cccc(NC(=O)CNC(=O)[C@H](CCc2ccccc2)NC(=O)[C@H]2O[C@@H](n3cnc4c(N)ncnc43)[C@H](O)[C@@H]2O)c1C	/	17	4	/
CN1C(=O)/C(=C/c2cn(CC(=O)NCc3ccco3)c3ccccc23)NC1=S	/	5	-17	/
COc1cccc(C(=O)N2CCC(Oc3cccnc3)CC2)c1	/	9	23	/
COc1ccc(S[C@]2(C(=O)N3CCCC3)CC(=O)N(C(=O)C3CC3)[C@@H]2c2ccc(OC)cc2)cc1	/	-4	1	/
CCN(CC)C(=O)[C@H]1C[C@@H]2[C@H](C[C@@H](c3ccccc3)[C@H]1C)N(c1ccc(F)cc1)C(=O)N2C/C=C(\C)CCC=C(C)C	/	11	2	/
C=CCN1C(=O)[C@@H](CC(=O)N2CCC(c3ccccc3)CC2)[C@]2(C(=O)OC)CCCCC=C12	/	6	0	/
C=CS(=O)(=O)N[C@@H](CSSC[C@H](NS(=O)(=O)C=C)C(=O)OC)C(=O)OC	/	-5	4	/
CCOC(=O)CC[C@@]1(C(=O)OCC)C[C@@H](CC(=O)N2CCCC2)C(=O)N2CCCC=C21	/	2	-31	/
O=C(C(=O)N1CCC(CNS(=O)(=O)c2ccccc2OC(F)(F)F)CC1)c1cc2ccccc2o1	/	19	17	/
C=CCN1[C@H](CC(C)C)COc2cc(N3CCCC3)ccc2S1(=O)=O	/	1	21	/
CC(C)C[C@@H]1COc2cc(N3CCSCC3)ccc2S(=O)(=O)N1C	/	10	-28	/
CCCCNC(=O)C[C@H]1C(=O)N(Cc2ccc(OC)cc2)C2=CCCC[C@@]21C(=O)OCC	/	7	4	/
Nc1ncnc2c1ncn2[C@@H]1O[C@H](C(=O)N[C@@H](CCc2ccccc2)C(=O)N2CCN(C(=O)N3CCCCC3)CC2)[C@@H](O)[C@H]1O	/	-5	17	/
Cn1cccc1C(=O)N1CCN(S(=O)(=O)c2ccc(F)cc2)CC1	/	-24	-17	/
O=C(NC1CCCCN(Cc2ccc(Cl)cc2)C1=O)C(c1ccccc1)c1ccccc1 (stereo not given)	/	15	5	/
COCc1cc(N2CCNC[C@@H]2C)ccc1N1CCN(Cc2ccccc2)[C@H](C)C1	/	17	-23	/
CC[C@@H](OP(=O)(O)[C@@H](C)N)C(=O)O	/	-6	2	/
O=C(N[C@H](Cc1ccccc1)C(=O)NCc1ccco1)[C@H]1O[C@@H](n2ccc(=O)[nH]c2=O)[C@H](O)[C@@H]1O	/	-5	-11	/
COc1cccc(N2CCN(C(=O)c3ccc4nc(N5CCC(C)CC5)sc4c3)CC2)c1	/	-13	-55	/
C=CCN1C(=O)/C(=C2/Sc3ccc(OC)cc3N2C)SC1=Nc1ccc(OC)cc1	/	-9	-9	/
CC(=O)c1ccc(-c2cc(C(C)=O)c3n(c2=O)CCC3)cc1	/	1	-3	/

Random excerpt: 3 entries already listed
SMILES	LMP1 NFkB inh	NR2F2 inh	NCOA2 inhibitor	TLR9-MyD88 inh
O=C(NC1CCCCN(Cc2ccc(Cl)cc2)C1=O)C(c1ccccc1)c1ccccc1 (stereo not given)	/	15	5	/
C=CCN1C(=O)/C(=C2/Sc3ccc(OC)cc3N2C)SC1=Nc1ccc(OC)cc1	/	-9	-9	/
COCc1cc(N2CCNC[C@@H]2C)ccc1N1CCN(Cc2ccccc2)[C@H](C)C1	/	17	-23	/

These rows are one share of the data, so the mix of outcomes need not match the whole.
